NPC1 prom act: qHTS Assay for NPC1 Promoter Activators; Huh7 NPC1 promoter luciferase reporter, 24 h; actives 2.4% (n = 320,000); Potency, µM (doses to about 9.22 µM), inactives show at the highest dose activation, actives largely listed as activators; AID 485313, 2010;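 note: potency is the fitted concentration of half-maximal effect; % of control where 0% means no effect; nearly all actives have a fitted effect of over 60% in size; reporter is driven by a mutant NPC1 promoter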
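Cells: Huh7 expressing luciferase under the NPC1 promoter, 1500/well. Seeded 2 h, compound added, incubated 24 h at 37 °C. Luciferase reagent, 10 min ambient, then luminescence.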
VP16 counter: VP16 counterscreen qHTS for inhibitors of ROR gamma transcriptional activity; Drosophila S2 Gal4-VP16 UAS-luciferase, luminescence, 20 h; Potency, µM (doses to about 53.6 µM), inactives show top-dose activity, negative = inhibition, most hits filed as inhibitors; actives 3.5% (n = 310,000);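 note: Gal4-VP16 expression switched on by copper sulfate through the metallothionein promoter; potency is the fitted concentration of half-maximal effect; % is set by controls: 0 for no effect and ±100 for the full control effect; nearly all actives have a fitted effect of over 50% in size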
p53 reactivator: qHTS assay for re-activators of p53 using a Luc reporter | actives 0.063% (n = 320,000) | H1299 p53-A138V BP100-luciferase reporter, luminescence, 24 h | Potency, µM (doses to about 92.2 µM), for inactives: at the top dose activity change, positive = activation, hits mostly activators; note: potency is the fitted concentration of half-maximal effect; % of control where 0% means no effect; nearly all actives have a fitted effect of over 45% in size
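p53-null H1299 cells stably carrying temperature-sensitive p53-A138V and a BP100-luciferase reporter were pinned with compounds (4-point, 1:5 series) and held 24 hrs at 37 deg C. Luminescence was read 10 min after detection reagent.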
Tb PFK inh: qHTS Assay to Find Inhibitors of T. brucei phosphofructokinase | ATP-dependent 6-phosphofructokinase (Trypanosoma brucei brucei), O15648 | T. brucei PFK, ADP-Glo luminescence | Potency, µM (titrated, usually from 57.5 µM), without a hit: top-dose activity, negative = inhibition, most hits filed as inhibitors | actives 0.17% (n = 330,000) | AID 485367, 2010;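 note: potency is the fitted concentration of half-maximal effect; 0% = uninhibited 1x PFK enzyme wells and -100% = no-enzyme wells; nearly all actives have a fitted effect of over 60% in size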
Target sequence (O15648 whole entry, looked up): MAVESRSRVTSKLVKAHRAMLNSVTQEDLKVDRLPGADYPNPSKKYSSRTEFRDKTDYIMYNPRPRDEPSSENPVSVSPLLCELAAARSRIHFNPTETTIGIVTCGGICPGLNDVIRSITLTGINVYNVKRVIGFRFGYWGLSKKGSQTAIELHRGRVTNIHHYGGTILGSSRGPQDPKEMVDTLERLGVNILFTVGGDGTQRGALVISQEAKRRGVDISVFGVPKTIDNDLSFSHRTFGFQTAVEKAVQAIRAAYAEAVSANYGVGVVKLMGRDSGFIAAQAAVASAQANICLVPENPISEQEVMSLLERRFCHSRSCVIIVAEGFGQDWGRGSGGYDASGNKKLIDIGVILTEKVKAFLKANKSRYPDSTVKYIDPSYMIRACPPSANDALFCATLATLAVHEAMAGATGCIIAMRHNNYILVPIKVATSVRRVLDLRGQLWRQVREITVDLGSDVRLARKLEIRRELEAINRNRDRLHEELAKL
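Compounds were pin-transferred as a titration series up to 57 uM into substrate buffer (0.5 mM F6P, 0.1 mM ATP, pH 8.0), then 1.25 nM PFK was added and reactions ran 45 min before ADP-Glo detection.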
TRPV1 ag: HTS Assay for Compounds that Act as Agonists of the Vanilloid Receptor 1. activation, % at 8.33 µM. actives 0.19% (n = 320,000). Transient receptor potential cation channel subfamily V member 1 (Homo sapiens), Q8NER1. AID 540275, 2011. TRPV1-expressing cells, Fluo-8 calcium influx, agonist mode; in the data active = activation above about 80%; inconclusive = between about 30% and that limit; note: 0% is about no effect
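Fluo-8 calcium influx in TRPV1-expressing cells, kinetic read (ex 480/em 520 nm). Compound added and read 3 min for agonist activity, followed by capsaicin at EC20 final and 2 min further read for enhancement.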
ELG1 genotoxic: qHTS screen for small molecules that induce genotoxicity in human embryonic kidney (HEK293T) cells expressing luciferase-tagged ELG1. HEK293T ELG1-luciferase reporter, luminescence, 16 h. Potency, µM (top dose mostly 46 µM), without a hit: at the top dose activity change, positive = activation, most hits filed as activators. actives 1.3% (n = 330,000). AID 504466, 2011; note: potency is the fitted concentration of half-maximal effect; % of control where 0% means no effect; nearly all actives have a fitted effect of over 60% in size
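Reporter readout depends on ELG1 protein level, which increases with genetic stress. After 16 hr compound exposure at 37 °C, luciferase activity was quantified using ONE-Glo.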
FLuc counter: qHTS profiling assay for firefly luciferase inhibitor/activator using purifed enzyme and Km concentrations of substrates (counterscreen for miR-21 project) | Potency, µM (highest dose often 57.5 µM), for the others: at the top dose activity change, negative = inhibition, hits mostly inhibitors | purified FLuc, Km substrates, luminescence inhibition | actives 6.9% (n = 360,000) | Luciferin 4-monooxygenase (Photinus pyralis), P08659;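 note: potency is the fitted concentration of half-maximal effect; plate controls were vehicle for no effect and reference inhibitor for full effect; nearly all actives have a fitted effect of over 55% in size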
Target sequence (P08659 whole entry, looked up): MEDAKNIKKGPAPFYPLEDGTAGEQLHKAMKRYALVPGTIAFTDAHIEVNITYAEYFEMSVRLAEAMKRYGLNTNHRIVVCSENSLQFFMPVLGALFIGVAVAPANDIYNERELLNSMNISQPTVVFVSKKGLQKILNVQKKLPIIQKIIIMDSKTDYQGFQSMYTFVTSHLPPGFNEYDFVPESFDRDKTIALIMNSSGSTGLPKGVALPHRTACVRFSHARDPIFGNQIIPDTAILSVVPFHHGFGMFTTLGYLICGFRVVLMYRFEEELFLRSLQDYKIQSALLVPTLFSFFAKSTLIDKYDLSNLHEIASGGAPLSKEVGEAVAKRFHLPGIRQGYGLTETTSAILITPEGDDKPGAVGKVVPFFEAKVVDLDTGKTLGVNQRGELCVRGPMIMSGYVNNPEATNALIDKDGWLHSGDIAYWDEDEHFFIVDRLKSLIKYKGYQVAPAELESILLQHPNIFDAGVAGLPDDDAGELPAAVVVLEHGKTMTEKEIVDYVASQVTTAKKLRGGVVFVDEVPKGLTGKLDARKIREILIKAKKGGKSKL
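Biochemical qHTS of compounds, final roughly 60 µM downward over six points, against 10 nM purified firefly luciferase using Km concentrations of substrates (10 uM D-luciferin, 10 uM ATP) in Tris acetate pH 7.5 buffer; luminescence output.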
BRCA1 expr up: qHTS Assay to Identify Small Molecule Activators of BRCA1 Expression; MCF7-BRCA1-FFLuc reporter, luminescence, 48 h; response scale: scaled: vehicle 0%, 10 µM genistein 100%; Potency, µM (top dose mostly 46.1 µM), inactives show top-dose activation, hits mostly activators; actives 1.1% (n = 380,000); AID 624202, 2012; note: potency is the fitted concentration of half-maximal effect; nearly all actives have a fitted effect of over 80% in size; some results filed as inactive show a strong effect at the top dose
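MCF7-BRCA1-FFLuc cells, 2000/well in phenol-red-free MEM, attached 2 h then treated 48 h at 37 C. Luciferase luminescence read 15 min after reagent; normalized to genistein maximum activation (10microM) and DMSO, concentration-response fitted.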
Rab9 promoter act: qHTS Assay for Rab9 Promoter Activators. AID 485297, 2010. Huh7 Rab9 promoter-luciferase reporter, luminescence, 24 h. actives 2.8% (n = 320,000). Potency, µM (titrated, usually from 9.22 µM), for inactives: at the top dose activation, negative = inhibition, most hits filed as activators; note: potency is the fitted concentration of half-maximal effect; % of control where 0% means no effect; nearly all actives have a fitted effect of over 60% in size
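Promoter activation is measured as luciferase luminescence in Huh7 cells stably transfected with a Rab9 promoter–luciferase construct, following 24 h compound exposure at 37 °C and 10 min reagent incubation at ambient temperature.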
RORg inh: qHTS for inhibitors of ROR gamma transcriptional activity; Nuclear receptor ROR-gamma (Mus musculus), P51450; Drosophila S2 Gal4-RORgamma UAS-luciferase reporter, 20 h; Potency, µM (series often up to 53.6 µM), without a hit: at the top dose activity change, negative = inhibition, most hits filed as inhibitors; actives 5.4% (n = 310,000); note: potency is the fitted concentration of half-maximal effect; % is set by controls: 0 for no effect and ±100 for the full control effect; nearly all actives have a fitted effect of over 60% in size
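In this cell-based reporter format, copper sulfate (700 uM final) drives Gal4–ROR gamma fusion expression from a metallothionein promoter in Drosophila Schneider cells; compounds preincubated 1 hr, reporter read after 20 hr at ambient temperature.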
ELG1 repair inh: qHTS screen for small molecules that inhibit ELG1-dependent DNA repair in human embryonic kidney (HEK293T) cells expressing luciferase-tagged ELG1. Potency, µM (top dose mostly 46.1 µM), inactives show top-dose activity change, negative = inhibition, most hits filed as inhibitors. actives 2.3% (n = 330,000). HEK293T ELG1-luciferase reporter, luminescence, 16 h; DNA damage induced by 5-fluorouridine. AID 504467, 2011; note: potency is the fitted concentration of half-maximal effect; % is set by controls: 0 for no effect and ±100 for the full control effect; nearly all actives have a fitted effect of over 55% in size
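Quantitative HTS, concentration-response format. 2,000 cells/well co-treated with 5-fluorouridine and compound, 16 hr in 5% CO2 at 37 °C; ONE-Glo luminescence read after 30 min.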
An asterisk follows results filed as active; ? = inconclusive; . = no result given; & = joins results of further samples; [ ] = dose if it differs, or a comment. Unless noted, calls come from the whole dose curve; as a rule, active = well fitted curve in the direction sought with a large enough effect; inconclusive = small, poorly fitted or top-dose-only effect, or another doubt; inactive = no such curve, though single readings can be large; an effect the other way counts as inactive or inconclusive.

SMILES	Rab9 promoter act	ELG1 repair inh	Tb PFK inh	RORg inh	p53 reactivator	FLuc counter	VP16 counter	NPC1 prom act	TRPV1 ag	ELG1 genotoxic	BRCA1 expr up
NC(=O)c1ccc(NC(=O)COC(=O)CC2CC3CCC2C3)cc1 (centres undefined)	.	21%	-2%	.	-6%	.	.	.	.	2%	-2%
N=c1n(Cc2ccccc2)c2ccccc2n1CC(O)COc1ccccc1 (centres undefined)	5%	?	6%	5%	-39%[inhibitor]	-1%	-21%	1%	5	-12%	-77%
Cc1cc(Cl)ccc1OCC(=O)NNC(=O)CCOc1ccccc1	-3%	2%	-4%	.	3%	.	.	0%	2	-3%	-6%
CC(C)(C)[C@H]1COC(=O)CCC/C=C/C[C@H](CC(=O)NCCO)C(=O)N1	.	?	3%	.	0%	.	.	.	.	3%	11%
CC(C)CCN1CCN(Cc2cccc3nonc23)CC1CCO (centres undefined)	-5%	0%	2%	10%	1%	-1%	3%	-7%	1	-1%	-5%
CN(C)S(=O)(=O)c1ccc(N2CCCC2)c(C(=O)N2CCC(C(N)=O)CC2)c1	-4%	3%	-2%	.	-3%	0%	.	1%	-1	-2%	21%
COc1ccc(-c2[nH]ncc2CN(C)Cc2ccccn2)c(OC)c1	-2%	4%	0%	-2%	0%	-3%	4%	-1%	0	-1%	-6%
CCc1c(C)nc(N2CCN(c3ccc(Cl)cc3)CC2)[nH]c1=O	-2%	-11%	-2%	35%	8%	2%	-6%	-3%	1	-4%	-5%
Cc1nc(SC(C)C(=O)NCC2CCCO2)c2cc(-c3ccccc3)sc2n1 (centres undefined)	30%	?	-1%	.	0%	12µM*	.	-2%	?	-10%	69%
COc1ccc(C(=O)NCc2nnc(SCC(=O)Nc3cc(C)cc(C)c3)o2)cc1OC	-3%[1.84 µM]	-7%	0%	10%	0%	2%	-2%	-3%	-21	-1%	5%
Cc1ccc(S(=O)(=O)CCSc2nc(C)cc(C(F)(F)F)c2C#N)cc1	-3%	-14%	4%	?	26%	-2%	-10%	-1%	13	6%	-59%
CCN(CC)CCNC(=O)CNC(=O)c1nn(-c2ccc(OC)c(OC)c2)c(=O)c2ccccc12	29%	14%	-1%	-10%	0%	6%	-3%	-1%	0	1%	-12%
Cc1ccc2nc(NC(=O)C3CC(=O)N(Cc4ccco4)C3)sc2c1 (centres undefined)	-1%	3%	-4%	?	2%	-3%	28%	-2%	7	-4%	16%
Cc1ccccc1S(=O)(=O)Nc1ncnc2sccc12	-2%	16%	17%	.	-1%	1%	.	0%	0	1%	4%
COc1ccc2nc(NC(=O)c3ccc4ncsc4c3)sc2c1	1.8µM*	?	-1%	-5%	?	1.1µM*	-15%	2.8µM*	-3	5.8µM*	?
O=C(NCCc1cccs1)C1CC(c2ccc([N+](=O)[O-])cc2)=NO1 (centres undefined)	2.5µM*	?	-1%	13%	?	13µM*	-6%	3.5µM*	25	?	10µM*
Cc1nn(C)c(Oc2cccc(Cl)c2)c1C=O	-4%	12%	-2%	-3%	6%	0%	-9%	-2%	1	1%	15%
O=C1NC(CCc2ccccc2)C(=O)N1Cc1ccccc1Cl (centres undefined)	-3%	4%	4%	5%	11%	2%	13%	-1%	26	1%	0%
Cc1ccc(S(=O)(=O)NC(=O)c2cc(C)n(-c3cc(S(=O)(=O)N4CCOCC4)ccc3N3CCCC3)c2C)cc1	20%	?	-1%	-2%	-1%	2%	12%	0%	0	5%	0%
CCOc1ccc(CCNC(=O)CN2C(=O)c3cccnc3Oc3ccc(C)cc32)cc1OCC	0%	?	1%	-24%	.	1%&0%	1%	-1%	0	-6%	9%
O=c1c2ccccc2ncn1-c1ccc(Br)cc1[N+](=O)[O-]	0%	-3%	-3%	-23%	2%	1%	-9%	-3%	1	-4%	-19%
O=C(C[n+]1ccc(/C=N/O)cc1)N1CCCCC1	-5%	-1%	6%	3%	-3%	5%	3%	-3%	-3	-4%	-10%
Fc1c(F)c(F)c(N=Cc2ccc3ncccc3c2)c(F)c1F	-2%	18%	2%	0%	4%	6.7µM*	2%	-4%	5	8%	27%
CCn1c(SCC(=O)NC2CCCC2)nnc1-c1cccnc1	-5%	-1%	2%	-1%	11%	1%	-14%	-5%	-3	1%	-16%
NC(=O)CCC(NC(=O)c1ccc(Cl)cc1)C(=O)O (centres undefined)	-3%	13%	-2%	-12%	1%	2%	-9%	-1%	1	0%	4%
CC1=C(C(=O)Nc2ccccc2)C(c2cccnc2)n2ncnc2N1 (centres undefined)	1%	3%	-1%	-1%	5%	-1%	2%	-1%	0	0%	6%
COc1ccc(C2CC(=O)Oc3c2c(=O)n(C)c2ccccc32)c(OC)c1OC (centres undefined)	2%	1%	1%	-15%	0%	?	-2%	0%	-8	0%	-5%
COc1ccc(CSc2nnc(CNS(C)(=O)=O)o2)cc1	1%	10%	-1%	38%	-4%	2%	0%	-1%	5	0%	6%
CCOC(=O)C1CCN(C(=O)CSc2ccc(Br)cc2)CC1	6%	13%	-4%	-11%	-2%	?	3%[10 µM]	-7%	?	-3%	-15%
CC1C(=O)CCN(C(C)(C)C)C1C (centres undefined)	-1%	-2%	1%	0%	?	2%	0%	-4%	2	2%	-11%
COc1ccccc1OCCNC(=O)c1cc(F)c(F)cc1Cl	0%	?	12%	?	8%	?	-6%	1%	1	3%	-3%
Cc1ccc2c(c1)N(CCC(=O)NCC1CCCO1)C(=O)CO2 (centres undefined)	0%	2%	4%	-19%	4%	-1%	-1%	0%	.	-4%	15%
C/C(=N/NC(=O)c1cc(C2CC2)[nH]n1)c1cccs1	0.28µM*	?	-7%	11µM*	-6%	1.5µM*	10µM*	0.35µM*	20	?	?
CCC(CNc1cc(OC)cc2cccnc12)NC1CCCCC1 (centres undefined)	-46%[inhibitor]	-30%	0%	16µM*	-13%	0%	?	-58%[inhibitor]	3	-14%	-50%
COc1ccccc1C(OC(=O)c1ccco1)C(=O)NCc1ccc(F)cc1 (centres undefined)	-4%	2%	-4%	20%	-6%	0%	-13%	-1%	2	-2%	-12%
C=CCc1cccc2cc(C(=O)NCc3cccnc3)c(=O)oc12	-3%	-8%	-2%	23%[0.365 µM]	-2%	4%	.	-4%	?	-8%	3%
Cn1nc(C(F)(F)F)c(-c2ccc(Br)cc2)c1NC(=O)C1CCC1C(=O)O (centres undefined)	-2%	3%	2%	15%	1%	0%	3%	1%	0	-1%	-15%
Cc1ccc(Cl)c(NC(=O)COC(=O)CNS(=O)(=O)/C=C/c2ccccc2)c1Cl	1%	?	-14%	-25%	-2%	-1%	-8%	-4%	7	-1%	-4%
COC(=O)[C@@]12CCCCN1[C@H](c1ccc(-c3ccc(F)cc3)cc1)[C@@H]1C(=O)N(C)C(=O)[C@@H]12	2%	-29%	5%	.	-8%	2%	.	-6%	1	-4%	-5%
c1ccc2oc(NC3=NCN(C4CCCCC4)CN3)nc2c1	?	?	-3%	0%	17%	?	-11%	2.5µM*	-2	?	2.8µM*
Clc1ccc(/C=N/Nc2nc(Cl)nc3ccccc23)cc1	15%	?	2%	-22%	22%	13µM*	?	3%	7	?	33%

Source: PubChem (National Center for Advancing Translational Sciences (NCATS))
